Source: PubChem BioAssay
PPARg SRC2 recr – agonists of SRC-2 recruitment by human PPARgamma; P37231; PPARgamma LBD-SRC-2 recruitment, biochemical; activation, % at 8 µM; 0.34% of 200,000 active; in the data active = activation above about 22%;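 also: 0% = vehicle and 100% = reference agonist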
Target sequence (P37231 whole entry, looked up, the tested form may be a part): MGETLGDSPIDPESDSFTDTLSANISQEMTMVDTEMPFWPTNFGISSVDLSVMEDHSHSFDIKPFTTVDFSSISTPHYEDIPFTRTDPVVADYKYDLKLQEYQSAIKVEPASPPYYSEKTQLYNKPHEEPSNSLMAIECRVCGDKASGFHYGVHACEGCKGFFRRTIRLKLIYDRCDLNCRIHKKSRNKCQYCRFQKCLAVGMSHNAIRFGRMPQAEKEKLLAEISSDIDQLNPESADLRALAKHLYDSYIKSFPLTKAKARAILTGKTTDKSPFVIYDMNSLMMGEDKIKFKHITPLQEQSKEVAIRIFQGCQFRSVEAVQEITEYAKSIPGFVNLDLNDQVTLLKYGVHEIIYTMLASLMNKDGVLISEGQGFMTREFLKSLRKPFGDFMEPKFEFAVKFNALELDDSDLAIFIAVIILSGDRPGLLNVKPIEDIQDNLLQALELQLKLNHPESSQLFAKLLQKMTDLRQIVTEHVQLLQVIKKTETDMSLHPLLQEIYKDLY
PPARg SRC3 recr – PPARgamma-driven SRC-3 recruitment agonism; activation, % at 8 µM; AID 731; 0.26% of 200,000 active; biochemical PPARgamma/SRC-3 coactivator recruitment assay; in the data active = activation above about 23%;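 also: 0% = DMSO and 100% = reference agonist; some compounds past the cut are filed as inactive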
bIAP inhibitor – blocks bovine intestinal alkaline phosphatase activity. purified bovine IAP, CDP-star luminescence, 30 min. inhibition, % at 20 µM. 190,000 tested, under 10 active. AID 1019;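 active = over 50% inhibition of intestinal alkaline phosphatase at 20 µM in the single-dose screen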
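Assay system – bovine IAP enzyme · Quantity – bovine IAP at 1/65,000,000 final dilution · Detection – CDP-star luminescence signal · Times – 30 min reaction at room temperature · Also added – CDP-star substrate at 30 µM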
S1P3 antagonist – antagonists of human S1P3 receptor; Q99500; CHO S1P3 NFAT-BLA reporter, FRET fluorescence, antagonist mode; inhibition, % at 4.98 µM; 0.27% of 170,000 active; AID 485;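 active = inhibition above the plate cutoff, the mean inhibition of test wells on that plate plus 3 SD, cut at about 28% in these data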;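 also: cells challenged with S1P at its EC80 of 0.8 µM; blue over green emission ratio from cleaved BLA substrate after 4 h stimulation; 0% = S1P-stimulated wells and 100% = unstimulated DMSO-only wells; some compounds past the cut are filed as inactive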
Redox H2O2 prof – compounds producing H2O2 with reducing agent – biochemical, NIH compound library profiling, artefact control for MLSCN library redox annotation, primary screen; DTT-dependent redox cycling H2O2, phenol red/HRP absorbance; 100% = 100 µM peroxide control, 0% = buffer; activation, % at 10 µM; 0.03% of 200,000 active;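 active = activation of at least 50% relative to the plate's high and low controls in the primary single-dose screen; inactive = activation below 50%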;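 also: compound incubated with DTT at 0.8 mM final as the reducing agent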
PPARg SRC1 recr – promotes SRC-1 coactivator recruitment by human PPARgamma. P37231. PPARgamma-SRC-1 coactivator recruitment biochemical assay. 0.41% of 200,000 active. activation, % at 8 µM. AID 631; in the data active = activation above about 19%;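 also: 0% = DMSO and 100% = reference agonist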
L major viab – Leishmania major promastigote growth inhibition | Leishmania major promastigotes, resazurin fluorescence viability | inhibition, % at 10 µM | 9% of 200,000 active | AID 1063; in the data active = inhibition above about 50%;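 also: promastigotes grown with compound for 44 hours at 28 °C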
TR-FRET SRC-2 ct – TR-FRET artefact, counter-screen to PPARgamma/SRC-2 agonist assay. hits give high values. TR-FRET ratio at 8 µM. 0.4% of 200,000 active. AID 1049; in the data active = TR-FRET ratio above about 2000; also: inactives centre near 1500; reference of the scale not given here
ROMK mod – human ROMK K+ channel modulation, primary screen; P48048; Tet-inducible ROMK, thallium flux fluorescence; actives lie on both sides; B-score at 10 µM; 2% of 130,000 active; AID 1918;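 active = signal ratio slope over the read window, or its plate-corrected B-score, at least 3 SD from the plate mean, either direction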;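 also: B-score of the F/F0 ratio slope over 7 to 12 s after thallium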
Target sequence (P48048 whole entry, looked up): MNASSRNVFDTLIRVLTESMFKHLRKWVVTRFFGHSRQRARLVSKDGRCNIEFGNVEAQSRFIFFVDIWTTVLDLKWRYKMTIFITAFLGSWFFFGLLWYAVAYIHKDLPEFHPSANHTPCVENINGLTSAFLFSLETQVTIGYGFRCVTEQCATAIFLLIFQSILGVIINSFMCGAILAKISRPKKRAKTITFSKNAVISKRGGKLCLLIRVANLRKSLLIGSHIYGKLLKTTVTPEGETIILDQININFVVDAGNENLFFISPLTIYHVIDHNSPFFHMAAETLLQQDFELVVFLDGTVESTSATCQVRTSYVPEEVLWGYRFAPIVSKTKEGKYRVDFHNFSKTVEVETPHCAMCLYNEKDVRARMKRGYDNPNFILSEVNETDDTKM
TLR4 MyD88 comp – inhibitors of human TLR4-MyD88 binding; HeLa CL3-4 TLR4/MyD88 BLA complementation, FRET ratio; inhibition, % at 8.4 µM; 0.18% of 200,000 active; AID 861; in the data active = inhibition above about 25%;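 also: 0% = vehicle and 100% = reference inhibitor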
bIAP act – intestinal alkaline phosphatase (bovine) activation; 0.17% of 200,000 active; activation factor at 20 µM; AID 1016; purified bovine IAP, CDP-star luminescence, 30 min; hits give high values; fold of DMSO-control signal, blank-subtracted;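 active = activation factor of 2 or more at 20 µM, a signal rise over negative controls twice the positive control's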
The depositor's hits bear a star; . = no result given.

Values run as follows: PPARg SRC2 recr, PPARg SRC3 recr, bIAP inhibitor, S1P3 antagonist, Redox H2O2 prof, PPARg SRC1 recr, L major viab, TR-FRET SRC-2 ct, ROMK mod, TLR4 MyD88 comp, bIAP act
> CC(=O)Nc1ncc(Cc2cc(Cl)ccc2Cl)s1
  -3.3, 2.2, 1.7, -9.3, -1.0, -15.2, 19.8, 1316, -0.305, -13.3, 1
> O=C(NCCc1ccccc1)/C(=C\c1ccc([N+](=O)[O-])cc1)NC(=O)c1ccc(Br)cc1
  12.0, 5.2, 6.8, -2.9, -0.6, -4.8, -2.3, 1604, -0.337, -12.1, 0.9
> CN1CCN(CC(O)(c2ccc(Cl)cc2)c2ccc(Cl)cc2)CC1
  12.6, 3.5, -9.6, 21.2, -2.8, 9.9, 52.9*, 1723, 0.422, -10.8, 1.1
> CCC(C)c1ccc(NC(=S)NC2CCN(Cc3ccccc3)CC2)cc1 (stereo not given)
  1.2, -0.1, 8.2, -4.3, 0.4, 4.6, 86.6*, 1571, ., -10.3, 0.9
> O=C(Cn1c(C(F)(F)F)nc2ccccc21)Oc1cccc(C(F)(F)F)c1
  4.0, -1.3, 4.4, ., -3.8, -5.4, -0.4, 1489, -0.605, 6.5, 1
> COc1ccc(OCCCNCCc2ccccc2)cc1
  5.4, -0.4, 2.3, 6.2, 0.0, 0.8, -10.5, 1563, -0.9, 0.3, 1
> COCc1cc(Sc2cccc(Cl)c2Cl)nc(-c2ccccc2)n1
  6.1, 3.6, 11.3, ., -6.9, 4.0, 6.1, 1500, ., -9.4, 0.9
> O=C(CCSCCc1ccccn1)Nc1ccc(Br)cc1F
  -2.9, -2.0, -9.2, -2.1, 0.2, 0.3, 39.2, 1760, -0.835, -2.8, 1.1
> Cc1ccccc1NC(=O)CN1C(=O)COc2ccc(Cl)cc21
  0.4, -1.7, 8.4, -8.9, -0.8, 1.0, -7.5, 1619, ., 4.5, 0.9
> COc1ccc(CC(=O)Nc2ccccc2C(=O)N2CCOCC2)cc1OC
  4.5, 5.1, 11.8, -14.8, -0.1, 2.4, -4.8, 1390, -0.0696, -6.4, 0.9
> Cc1ccc(-c2csc(NC(=O)/C=C/c3ccco3)c2C(=O)O)cc1
  0.7, 0.1, -4.0, 1.7, -0.4, -4.2, -0.8, 1453, -0.57, -6.9, 1
> COc1ccc(OC)c(/C=N/NC(=O)CN2CCSCC2)c1
  -6.8, 2.7, 5.5, 4.7, -0.2, 1.4, 17.2, 1607, ., -0.2, 0.9
> Cc1ccc(Sc2cc(Cl)nc(N)n2)cc1
  9.9, -0.5, 6.2, ., -0.1, 0.2, -10.8, 1501, 0.752, -10.8, 0.9
> OC(CON=C1c2ccccc2-c2ccccc21)CN1CCNCC1 (stereo not given)
  3.0, 7.6, 0.1, 5.1, -1.1, 12.4, 91.6*, 1718, -0.986, -3.8, 1
> O=C(O)CC1(CC(=O)Nc2ccc(Br)cc2)CCCCC1
  -9.2, -3.5, -30.4, -6.2, 0.0, -4.8, -5.9, 1410, 0.0931, 5.1, 1.3
> CCCOc1ccc(Cc2c(Cl)nc(SC)nc2N(C)C)cc1
  2.1, 3.9, -1.9, -14.7, 0.9, -2.1, 8.3, 1586, ., -9.7, 1
> O=C(c1ccc2c(=O)n3c(nc2c1)CCCCC3)N1CCN(Cc2ccccc2)CC1
  3.0, 3.9, 6.5, ., -0.2, 1.4, 8.7, 1526, 0.0244, -9.7, 0.9
> Cc1c(NC(=O)CN2C(=O)c3ccc([N+](=O)[O-])cc3C2=O)c(=O)n(-c2ccccc2)n1C
  9.3, 5.0, -25.3, 13.7, -2.0, 5.0, -8.0, 1723, -0.252, -0.2, 1.3
> COC(=O)CNC(=O)CNC(=O)c1nn(-c2ccc(OC)c(Cl)c2)c(=O)c2ccccc12
  4.4, 5.3, -6.8, ., -7.6, -2.5, -6.1, 1598, ., -13.4, 1.1
> O=C(Oc1ccccc1)c1ccc2nsnc2c1
  7.3, -9.1, -7.0, ., 0.6, -1.0, -3.9, 1613, -1.48, 5.7, 1.1
> O=C(Nc1ccc(C(=O)Oc2ccccc2)c(O)c1)c1ccco1
  11.3, 13.9, 0.6, 6.5, 1.0, -1.5, 55.0*, 1574, -0.505, -1.1, 1
> N#CC(c1ccc(O)cc1)N1CCOCC1 (stereo not given)
  12.9, 6.2, 2.0, ., 1.6, 4.7, 0.5, 1809, 0.52, 6.7, 1
> Cc1ccc(/C=C/C(=O)c2cc(Br)ccc2OC(=O)c2ccco2)cc1
  -3.0, 0.3, 36.3, ., 1.9, 0.9, 87.5*, 1437, ., -1.7, 0.6
> CCOc1cc(C2C(C#N)=C(N)OC3=C2C(=O)CC(C)(C)C3)cc([N+](=O)[O-])c1O (stereo not given)
  5.4, 2.2, 14.5, -6.5, -0.8, -0.6, -4.7, 1535, 0.449, 3.2, 0.9
> CCN(CC)CCN1C(=O)C(=O)/C(=C(/O)c2cccc(OC)c2)C1c1ccccn1 (stereo not given)
  -0.3, 6.5, 4.7, 11.1, 1.2, 3.2, 4.3, 1724, ., 1.6, 1
> CCCn1c(N)c(C(c2ccc(OC)cc2)N2CCN(c3ccccc3)CC2)c(=O)[nH]c1=O (stereo not given)
  6.0, 7.8, -156.4, ., -0.8, -0.2, 0.8, 1613, ., 11.9, 2.6*
> CCOC(=O)C(Oc1ccc2c(-c3ccccc3)cc(=O)oc2c1C)c1ccccc1 (stereo not given)
  9.3, 1.5, 13.2, 0.5, 1.7, -0.1, 100.2*, 1709, ., 5.4, 0.9
> Cc1ccc(NC(=O)CS(=O)CC(=O)NCC2OCCc3ccccc32)c(C)c1 (stereo not given)
  -1.9, 6.2, -14.2, -29.5, 2.5, 15.5, -6.1, 1511, -0.331, 9.7, 1.1
> CC(C)OC(=O)c1c(NC(=O)CCC(=O)O)sc2c1CCCCC2
  4.0, 0.6, 6.5, 4.0, -0.7, 8.1, -6.8, 1606, -1.31, 5.8, 0.9
> NNc1ncnc2scc(-c3ccc(Cl)cc3)c12
  7.5, 4.5, -1.0, -5.1, -0.6, 1.7, 68.3*, 1608, 0.0164, -10.1, 1
> CCCn1c(N/N=C\C=C\c2ccccc2)nc2c1c(=O)[nH]c(=O)n2C
  4.6, 3.2, -44.3, -25.6, 5.1, -5.1, 2.8, 1419, -0.667, 2.7, 1.4
> CCCCC1=C([O-])C2N=CC=CC2=[N+](c2ccccn2)C1=O (stereo not given)
  3.4, 6.0, -32.4, 3.1, -0.1, 3.0, -2.1, 1770, ., -32.2, 1.3
> Cc1ccc(NC(=O)N2CCC(C(=O)NCCC3=CCCCC3)CC2)cc1
  -2.5, 2.9, 17.3, 14.4, 2.9, -0.7, -0.6, 1410, ., -10.7, 0.8
> Cc1onc(-c2ccccc2Cl)c1C(=O)Nc1cccnc1
  12.4, 7.6, 10.0, 7.0, -0.1, 0.0, 7.9, 1752, 0.308, -7.1, 0.9
> CCCOc1ccc(NC(=O)CC2C(=O)N(CC)C(=S)N2Cc2cccs2)cc1 (stereo not given)
  13.1, 10.3, 3.8, ., -5.0, -1.1, 25.0, 1695, ., -1.9, 1
> C=CCNC(=O)/C(=C/c1cn(-c2ccccc2)nc1-c1cccc([N+](=O)[O-])c1)NC(=O)c1ccccc1
  6.9, 7.7, -4.0, -3.1, 0.1, 7.2, 1.3, 1565, ., -10.7, 1
> O=C(CCl)Nc1cc(S(=O)(=O)N2CCCCCC2)ccc1Cl
  12.8, -0.8, -6.5, 1.9, 0.1, -1.5, 99.0*, 1657, -1.53, 8.2, 1.1
> O=C(c1ccco1)N1CCN(S(=O)(=O)c2ccccc2[N+](=O)[O-])CC1
  5.3, 0.9, 1.5, 4.8, 0.3, 6.9, -7.7, 1508, 0.854, 9.3, 1
> Cc1ccc(S(=O)(=O)NN2C(=O)/C(=C/c3cccn3C)SC2=S)cc1
  -1.7, 2.4, -59.8, -15.8, 0.1, 3.3, -2.1, 1464, -0.84, -10.0, 1.6
> Cc1cc(C)cc(N(CC(=O)NCC2CCCO2)C(=O)CN2C(=O)COc3ccccc32)c1 (stereo not given)
  -5.1, 5.2, -9.9, 1.6, -3.6, 4.5, 0.6, 1644, 0.664, 7.0, 1.1
> Cc1ccc(C(=O)N2C(CC(=O)Nc3ccc(Cl)cc3)C(=O)NC3CCCCC32)cc1 (stereo not given)
  -3.8, 1.5, -46.0, 1.4, -1.1, 0.8, -4.8, 1632, ., -0.6, 1.5
> COc1ccccc1CN=C1Nc2ccccc2CS1
  3.5, 4.4, 7.9, -1.9, 1.3, 6.0, 36.1, 1567, -0.982, -3.1, 0.9
> COc1cccc(CC(=O)Nn2c(C)nc3ccccc3c2=O)c1
  12.8, 2.6, 11.9, -2.4, 0.8, -1.5, -4.2, 1458, 0.705, 4.4, 0.9
> C/C(CC(=O)Nc1cc(C)ccn1)=N\NC(=O)c1cccc(C)c1
  -10.0, 0.9, 1.2, 1.1, 0.0, 3.8, -2.0, 1582, -0.249, -3.6, 1
> COc1ccc(S(=O)(=O)N2CCOCC2)cc1NC(=O)CSc1n[nH]c(C(C)C)n1
  3.2, 3.8, -18.1, -9.8, 0.0, 3.7, -2.2, 1674, -0.0452, -4.1, 1.2
> O=C(CSc1cn(CCNC(=O)c2cccs2)c2ccccc12)NCc1ccccc1
  2.8, 7.3, -7.2, ., -0.1, 5.5, 24.7, 1560, ., 3.9, 1.1
> CCOC(=O)C(=Cc1ccc(-c2ccsc2C(=O)OC)o1)C(=O)OCC
  6.7, 9.1, 2.0, ., -4.9, 5.6, 29.9, 1516, ., 2.2, 1
> CSc1ccc(S(=O)(=O)NCc2ccccc2Cl)cc1
  4.7, -0.4, 31.1, 4.2, 0.6, 4.7, -4.8, 1480, -1.17, 5.0, 0.7
> CCc1nnc(NC(=O)c2cc3c(s2)CCCCC3)s1
  -3.0, -1.9, ., ., 2.5, -2.0, -5.4, 1580, ., 7.2, .
> CC(C)OC(=O)c1cc(=O)[nH]c2ccccc12
  -6.6, -6.3, 4.7, -14.6, 1.4, 7.1, 4.2, 1544, 0.258, 2.2, 1
> O=C(Nc1ccc(NC(=O)c2ccco2)c(Cl)c1)c1cccc([N+](=O)[O-])c1
  6.1, 2.1, -1.0, -3.0, -0.1, 7.2, -5.3, 1623, 1.09, 13.6, 1
> O=C(CCc1nc2ccccc2c(=O)[nH]1)N1CCN(C/C=C/c2ccccc2)CC1
  12.6, 5.1, -12.2, 7.5, -0.8, 17.6, 5.3, 1736, ., -9.7, 1.1
> O=C(NCC1CCCO1)c1csc2c1CCCC2 (stereo not given)
  3.5, -3.0, 5.3, -27.6, 1.0, 7.8, -3.8, 1552, -0.403, 8.0, 0.9
> COc1ccc2cc(C(=O)Nc3ccccc3)sc(=O)c2c1OC
  4.8, 4.4, -19.4, 6.1, 0.2, 4.7, -8.0, 1685, -0.347, -9.0, 1.2
> CNc1ccc(OC(F)F)cc1C(=O)c1ccccc1
  5.6, -3.6, 16.8, -40.4, -2.5, -1.7, -7.6, 1574, ., 8.0, 0.8

Record cards (already shown). Order of screens: PPARg SRC2 recr	PPARg SRC3 recr	bIAP inhibitor	S1P3 antagonist	Redox H2O2 prof	PPARg SRC1 recr	L major viab	TR-FRET SRC-2 ct	ROMK mod	TLR4 MyD88 comp	bIAP act
O=C(CSc1cn(CCNC(=O)c2cccs2)c2ccccc12)NCc1ccccc1 as listed: 2.8	7.3	-7.2	.	-0.1	5.5	24.7	1560	.	3.9	1.1
CNc1ccc(OC(F)F)cc1C(=O)c1ccccc1 as listed: 5.6	-3.6	16.8	-40.4	-2.5	-1.7	-7.6	1574	.	8.0	0.8
